TDP1 block: blocks human tyrosyl-DNA phosphodiesterase 1. 350,000 compounds, 0.28% hits. AID 485290. Q9NUW8. Potency, µM (top dose mostly 130 µM), for inactives: top-dose activity change, negative = inhibition, usual class: inhibitors. recombinant TDP1, AlphaScreen DNA substrate cleavage; note: nearly all actives have a fitted effect of over 40% in size
Target sequence (Q9NUW8 whole entry, looked up): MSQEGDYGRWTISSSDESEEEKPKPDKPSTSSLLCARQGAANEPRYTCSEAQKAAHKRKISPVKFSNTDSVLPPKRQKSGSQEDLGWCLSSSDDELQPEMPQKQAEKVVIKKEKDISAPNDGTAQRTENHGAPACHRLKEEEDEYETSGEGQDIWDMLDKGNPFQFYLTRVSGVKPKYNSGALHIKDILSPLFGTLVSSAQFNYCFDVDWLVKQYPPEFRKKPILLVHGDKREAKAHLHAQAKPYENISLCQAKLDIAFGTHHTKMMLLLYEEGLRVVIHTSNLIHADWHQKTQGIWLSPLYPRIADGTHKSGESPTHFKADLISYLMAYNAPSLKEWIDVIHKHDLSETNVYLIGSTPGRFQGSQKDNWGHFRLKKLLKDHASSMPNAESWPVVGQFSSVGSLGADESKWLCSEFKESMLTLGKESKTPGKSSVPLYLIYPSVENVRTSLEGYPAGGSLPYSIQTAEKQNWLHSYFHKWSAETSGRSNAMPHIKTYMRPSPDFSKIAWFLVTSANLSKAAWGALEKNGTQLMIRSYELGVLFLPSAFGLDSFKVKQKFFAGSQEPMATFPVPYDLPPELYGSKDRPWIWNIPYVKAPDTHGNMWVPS
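Here, a 5' biotin and 3' phosphotyrosine-FITC DNA oligonucleotide reports Tdp1 activity: intact substrate bridges AlphaScreen beads, while cleavage leaves a 3' phosphate and drops signal. All incubations at room temperature.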
FEN1 inh: inhibitors of human flap endonuclease 1; Recombinant FEN1 flap cleavage, fluorescence, 15 min; 390,000 compounds, 0.35% hits; Potency, µM (series often up to 114 µM), inactives show top-dose activity change, negative = inhibition, most hits filed as inhibitors; P39748; note: nearly all actives have a fitted effect of over 65% in size
Target sequence (P39748 whole entry, looked up): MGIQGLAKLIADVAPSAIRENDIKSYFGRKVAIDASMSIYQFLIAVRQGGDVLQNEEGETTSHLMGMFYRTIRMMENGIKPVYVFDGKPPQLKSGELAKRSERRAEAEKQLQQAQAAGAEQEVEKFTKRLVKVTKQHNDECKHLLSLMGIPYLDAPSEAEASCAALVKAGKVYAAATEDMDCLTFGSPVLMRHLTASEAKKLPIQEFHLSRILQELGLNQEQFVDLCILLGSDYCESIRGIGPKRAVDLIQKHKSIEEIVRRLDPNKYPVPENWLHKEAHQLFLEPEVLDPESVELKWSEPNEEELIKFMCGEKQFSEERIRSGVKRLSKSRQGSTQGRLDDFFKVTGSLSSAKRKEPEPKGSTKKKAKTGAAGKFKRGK
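FEN1 at 10 nM, compound pretreatment for 15 min (room temperature), 50 nM final substrate to initiate; endpoint reads at 0 and 15 min; DMSO-only plates used as vehicle background.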
N370S GC: inhibitors or activators of N370S glucocerebrosidase for Gaucher disease; 330,000 compounds, 0.092% hits; AID 2101; P04062; Potency, µM (doses to about 59.4 µM), for the others: at the top dose activity change, negative = inhibition, usual class: inhibitors; N370S GC spleen homogenate, 4MU-glucoside fluorescence;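 note: 0% = full enzyme activity and -100% = no enzyme basal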
Active calls of the source: *; ? = inconclusive; · = no result given; [ ] = remark or other dose. Calls come from the whole dose curve; as a rule, active = well fitted curve in the direction sought with a large enough effect; inconclusive = small, poorly fitted or top-dose-only effect, or another doubt; inactive = no such curve, though single readings can be large; an effect the other way counts as inactive or inconclusive. Unless noted, % is set by controls: 0 for no effect and ±100 for the full control effect; potency is the fitted concentration of half-maximal effect.

SMILES	TDP1 block	FEN1 inh	N370S GC
CC1CCN(S(=O)(=O)c2nnc(NC(=O)c3cccc([N+](=O)[O-])c3)s2)CC1	2.7%	15.4%	-8.9%
CCn1c(C)c(C)c2cc(C(=O)NCCc3cc(OC)c(OC)c(OC)c3)ccc21	5.3%	-13.8%	·
OCCN(CC(O)COc1ccccc1)CC(O)Cn1ccc2ccccc21 (stereo not given)	3.4%	-4.8%	-22.2%
O=C(Nc1ccccc1)N1CCC(C(=O)N2CCN(S(=O)(=O)c3cccc(F)c3)CC2)CC1	2.1%	4.0%	3.8%
O=C(COc1ccccc1F)N1c2ccccc2CCc2ccccc21	-0.6%	-17.0%	11.5%
O=C(Nc1ccc(S(=O)(=O)N2CCCC2)cc1)c1ccc(CN2CCc3ccccc3C2)cc1	-3.0%	-12.6%	3.8%
COc1ccc(Cl)cc1CNCCSc1nnnn1-c1ccccc1	-0.5%	6.8%	·
COc1ccc(-c2nc3ccncc3[nH]2)cc1OC	3.8%	-10.9%	1.8%
O=C(Nc1cn(-c2ccccc2)nc1-c1cccs1)c1ccco1	-4.0%	0.3%	5.0%
CCc1nnc(SCC(=O)N2CCCC(N3CCN(c4ccccc4C)CC3)C2)o1 (stereo not given)	1.6%	7.7%	-14.4%
O=C(Nc1c2c(nn1-c1ccccc1)CS(=O)C2)c1ccc2c(c1)OCO2 (stereo not given)	0.2%	1.3%	-0.2%
N#Cc1c(-c2ccccc2Cl)noc1/C=C/Nc1ccc(C(=O)O)cc1	3.5%	-0.4%	-9.2%
CN(C)c1ccc(S(=O)(=O)NCC(=O)NCCC2=CCCCC2)cc1[N+](=O)[O-]	3.4%	-8.2%	·
CN1CCN(CC(=O)c2ccccc2F)CC1	·	8.5%	-11.6%
CC1NC2(C(=O)N(Cc3ccccc3)c3ccccc32)C2C(=O)N(c3ccccc3)C(=O)C12 (stereo not given)	4.3%	2.1%	-3.2%
Cc1ccc(N(Cc2ccccc2F)S(C)(=O)=O)cc1C	-1.4%	3.6%	-1.0%
CCN(CC)C(=O)CSc1nc2ccccc2c(=O)n1Cc1ccco1	6.4%	-6.2%	·
CN1C(=O)CS(=O)c2ccc(C(=O)NC3CC3)cc21 (stereo not given)	-3.7%	-8.0%	19.9%
COc1ccc2sc(-c3ccc(N(C)C)cc3)c(C#CC(C)(C)O)c2c1	-0.5%	1.3%	·
CC(Sc1ncc(S(=O)(=O)c2ccc(C(C)C)cc2)c(N)n1)C(=O)Nc1ccccc1 (stereo not given)	6.2%	3.4%	·
CCc1noc(C)c1C(=O)NCCc1ccccc1	-14.7%[0.505 µM]	-1.7%	0.5%
O=S(=O)(O)c1nc2ccccc2n1Cc1cccc2ccccc12	9.8%	·	17.1%
CCC(C)SCC(=O)Nc1ccc(S(=O)(=O)N2CCOCC2)cc1OC (stereo not given)	·	-0.6%	4.5%
O=C(c1cccnc1)N1CCN(C/C=C/c2ccccc2)CC1	8.0%	18.5%	-0.2%
CCn1c(C(=O)NCc2cc(Br)ccc2OC)cc2oc3ccccc3c21	2.0%	1.1%	·
COc1ccccc1N1CCN(C2CCN(C(=O)COc3ccccc3)CC2)CC1	·	-0.4%	-10.0%
COc1cccc(C(=O)Cn2c(NCCO)nc3ccccc32)c1	3.3%	-12.5%	0.1%
CCN1C(=O)c2ccccc2S(=O)c2ccc(C(=O)NC3CC3)cc21 (stereo not given)	2.6%	-5.8%	-13.3%
C#CCN(C)CCCOc1ccc(Cl)cc1Cl	9.5%[56.1 µM]	1.7%	-9.6%
COC(=O)[C@]1(C)N[C@H](CN(C)C(=O)c2ccc(C)cc2)[C@@H]2C(=O)N(C)C(=O)[C@@H]21	-0.8%	7.2%	·
CC(=O)Oc1ccccc1N(C(C)=O)S(=O)(=O)c1ccc(C)cc1	4.6%	-1.2%	-6.9%
O=C(NCc1ccco1)C(=O)NCC1OCCN1S(=O)(=O)c1ccc(Cl)cc1 (stereo not given)	6.6%	22.2%	2.4%
CCCCCOC(=O)CSc1nnc(-c2cc(OC)c(OC)c(OC)c2)o1	1.1%	-16.7%	1.6%
Cc1ccc(C)c(Nc2nn3c(=O)c4ccc(C(=O)NCc5ccccc5)cc4nc3s2)c1	5.6%	18.3%	·
CCN(C(=O)COC(=O)c1ccccc1O)c1cccc2ccccc12	-8.5%	-15.2%	·
Cc1ccc(-c2[nH]nc(N)c2N=Nc2cccc(Cl)c2C)cc1	9.8%	-10.9%	?
CC(C)(C)c1ccc(C(=O)NCC(c2cccs2)S(=O)(=O)c2ccc(F)cc2)cc1 (stereo not given)	-5.2%	-0.2%	·
CCOC(=O)C1CCN(C(=O)CN(c2cc(OC)ccc2OC)S(=O)(=O)c2ccccc2)CC1	2.1%	?	?
CCc1ccc(S(=O)(=O)c2cn(C)c3cc(N4CCCCC4C)c(F)cc3c2=O)cc1 (stereo not given)	1.2%	17.3%	·
COc1ccc(NS(=O)(=O)c2ccc(O)c(NS(=O)(=O)c3ccc(NC(C)=O)cc3)c2)cc1	0.8%	17.1%	·
CC1Cc2ccccc2N1c1ncnc2nc[nH]c12 (stereo not given)	5.3%	6.8%	2.3%
S=C(NCc1ccccc1)NCc1ccc(Cl)cc1	0.1%	10.3%	1.0%
Cc1ccc(-c2nn(-c3ccccc3)cc2NC(=O)CCl)cc1	2.7%	10.9%	5.5%
CC(C)OCCCNC(=O)C(NS(=O)(=O)c1ccc2c(c1)c(=O)n(C)c(=O)n2C)c1ccccc1 (stereo not given)	2.5%	·	5.9%
O=C(CN1CCCC1)N1c2ccccc2Sc2ccccc21	5.8%	0.7%	-1.4%
CCC(C)(C)NC(=O)C(c1ccncc1)N(C(=O)c1sc(C)nc1C)c1ccc(F)cc1 (stereo not given)	-2.4%	1.4%	-6.9%
COc1cc(NC(=O)N[C@@H](Cc2ccccc2)C(=O)O)cc(OC)c1	-3.6%	7.0%	25.6%
COc1ccc(OCCN2CCOCC2)cc1	4.1%	19.3%	-4.9%
Cc1nnc(-c2cnn(C)c2N)n1Cc1ccc2c(c1)OCO2	-2.7%	-0.8%	2.1%
S=c1[nH]nc(-c2ccco2)n1/N=C/C=C/c1ccccc1	5.9%	-0.3%	7.1%
COc1ccc(-c2ccc(-c3noc(-c4ccco4)n3)c(OC)n2)cc1	1.7%	3.8%	-1.8%
CCCCCCSc1ccc(-c2nc3cnccn3c2NCCCC)cc1	-12.8%	-19.2%	·
CS(=O)(=O)c1cnc(-c2ccccc2)nc1Oc1ccc(F)cc1	2.8%	1.2%	1.1%
O=S(=O)(Nc1cc(C(F)(F)F)ccc1N1CCOCC1)c1ccc2ccccc2c1	4.3%	-10.0%	-20.3%
CCCN(CCC)C[C@@H]1CCCCN1CCNC(=O)N1c2ccccc2C(=O)Nc2cccnc21	-11.9%	·	17.6%
O=c1c2ccccc2c(C=Nc2ccc(O)cc2)c(O)n1-c1nccs1	8.7%	-11.9%	?
CCCc1cc(C(=O)N/N=C/c2cccn2C)cs1	8.5%	2.5%	13.5%
CCC(CC)C(=O)Nc1nnc(S(=O)(=O)N(CC)c2ccc(OC)cc2)s1	·	3.5%	-6.3%
Cc1ccnc(NS(=O)(=O)c2ccc(NC(=O)C3COc4ccccc4O3)cc2)n1 (stereo not given)	2.3%	?	1.9%
CCOc1cc(N2CCOCC2)c(OCC)cc1NC(=O)CCC1CCCC1	5.1%	2.1%	7.4%

A second format for two compounds above.
Results follow in this order: TDP1 block	FEN1 inh	N370S GC
COc1ccc(-c2ccc(-c3noc(-c4ccco4)n3)c(OC)n2)cc1
 : 1.7%	3.8%	-1.8%
CCCCCCSc1ccc(-c2nc3cnccn3c2NCCCC)cc1
 : -12.8%	-19.2%	·

Of the compounds above, these have a nitro group on carbon.
SMILES	TDP1 block	FEN1 inh	N370S GC
CC1CCN(S(=O)(=O)c2nnc(NC(=O)c3cccc([N+](=O)[O-])c3)s2)CC1	2.7%	15.4%	-8.9%
CN(C)c1ccc(S(=O)(=O)NCC(=O)NCCC2=CCCCC2)cc1[N+](=O)[O-]	3.4%	-8.2%	·

More compounds follow.
SMILES	TDP1 block	FEN1 inh	N370S GC
CC(=O)N1N=C(c2ccco2)CC1c1ccco1 (stereo not given)	·	11.8%	-1.8%
COc1ccc(NC(C)=O)cc1NC(=O)C1CCCN1C(=O)c1cccs1 (stereo not given)	0.5%	-0.1%	-3.8%
COc1cccc(-c2cc(C(=O)N3C(C)CCCC3C)no2)c1 (stereo not given)	0.7%	-0.8%	-4.6%
O=C(c1ccccc1)c1ccc(OCC(O)CN2CCN(Cc3ccccc3)CC2)cc1 (stereo not given)	4.0%	-14.9%	-14.7%
CC(=O)c1cccc(NC(=O)/C(=C\c2cccnc2)NC(=O)c2ccccc2)c1	-3.8%[0.0935 µM]	3.7%	-4.5%
CCOc1cc(N2CCOCC2)c(OCC)cc1NC(=O)[C@H](C)NC(=O)c1ccco1	-3.3%	-3.0%	-17.8%
COc1ccc(-c2nn(-c3ccccc3)cc2/C=C2/SC(=S)N(CCC(=O)O)C2=O)c(C)c1	39.8µM*	?	-11.0%
CN1C2=NCCN2C(=O)c2cc(Cl)ccc21	5.7%	-5.6%	-27.9%
Cn1c(SCc2nnc(-c3ccc(F)cc3)o2)nnc1C1COc2ccccc2O1 (stereo not given)	-4.4%	-3.4%	1.8%
Cc1ccc(S(=O)(=O)NCC(=O)OCc2nnc(-c3ccccc3)o2)cc1C	3.0%	-12.1%	-3.5%
COc1ccc(/C=C(/NC(=O)c2ccc(C)cc2)C(=O)NCc2ccncc2)cc1	5.1%	0.4%	-5.2%
CCOc1ccc(CCNC(=O)c2cnc3sc(N4CCC(C)CC4)nn3c2=O)cc1	-5.3%	24.6%	·
CC(=O)Nc1ccc(S(=O)(=O)Oc2ccc(Br)cc2C(=S)N2CCOCC2)cc1	4.2%	-4.6%	-14.3%
CCOC(=O)c1c(S(=O)(=O)N2CCN(c3cccc(C(F)(F)F)c3)CC2)c(C)n(C)c1C	0.0%	18.0%	·
COc1ccc(-c2nc3ccccc3c(=O)n2NC(=O)Cc2ccccc2)cc1	0.0%	0.0%	7.3%
COC(=O)c1ccc2c(=O)n(Cc3ccc(C(=O)NC4CCCC4)cc3)c(=S)[nH]c2c1	-2.6%	9.6%	6.4%
C#CCOCCOCCOCCNc1nc(N2CCN(C(=O)[C@H]([C@@H](C)CC)n3cc(CCCN=C(N)N)nn3)CC2)nc(N2CCN(C(=O)[C@H](CCCCN)n3cc(CCCC)nn3)CC2)n1	2.6%	2.4%	-14.3%
Cc1cc(Cl)ccc1NC(=S)NCc1ccccc1	0.0%	-13.1%	-8.6%
COc1ccc(-c2cn3cccnc3n2)cc1NC(=O)c1ccc(Br)o1	50.1µM*	?	5.8%
COc1ccc(-c2nc(Cn3c(SCc4ccc(C)cc4)nc4cccnc43)c(C)o2)cc1OC	8.7%	1.9%	·

The last two entries of the section before open the next one.
SMILES	TDP1 block	FEN1 inh	N370S GC
COc1ccc(-c2cn3cccnc3n2)cc1NC(=O)c1ccc(Br)o1	50.1µM*	?	5.8%
COc1ccc(-c2nc(Cn3c(SCc4ccc(C)cc4)nc4cccnc43)c(C)o2)cc1OC	8.7%	1.9%	·
Cc1ccc(CNC(=O)CN(c2cc(C)cc(C)c2)S(=O)(=O)c2c(C)noc2C)cc1	-2.3%	12.0%	·
Cc1ccc(/C=N\NC(=O)CC(=O)NCCc2ccccc2)cc1	·	-6.0%	-2.2%
O=C(c1cc([N+](=O)[O-])cc([N+](=O)[O-])c1)N1CCN(Cc2ccc3c(c2)OCO3)CC1	1.3%	-7.7%	9.9%
CC(C)N(Cc1ccccc1)C(=O)CN1C(=O)NC2(CCOc3ccccc32)C1=O (stereo not given)	1.9%	8.7%	·
Cc1cccc(C)c1NC(=O)C(NC=O)c1ccc(N(C)C)cc1 (stereo not given)	2.9%	1.5%	3.4%
CCCCCOc1ccc(NC(=O)c2cc(SC)ccc2Cl)cc1	0.0%	-2.0%	6.9%
CC(C)n1nnnc1SCC(=O)c1ccc2c(c1)OCCO2	3.9%	-5.7%	-0.2%
O=C1CC(c2ccco2)Sc2ccccc2N1 (stereo not given)	·	-3.7%	-0.7%
CCc1ccccc1NC(=O)CNC(=O)CCNC(=O)Nc1ccccc1	0.4%	-15.7%	·
CN(C(=O)CSc1ncnc2sc3c(c12)CCC3)C1CCS(=O)(=O)C1 (stereo not given)	2.0%	-17.4%	·
O=C(c1ccc(S(=O)(=O)N2CCOCC2)cc1)N1CCOCC1	-4.9%	-6.4%	·
COc1ccc(/C=C(\NC(=O)c2cccs2)C(=O)Nc2ccccc2C)cc1OC	-1.9%	-1.8%	4.4%
CC(C)Cn1c(SCC(=O)NCc2ccco2)nnc1-c1ccncc1	-13.5%	7.4%	-7.7%
Cc1ccc(C(=O)NC(=S)Nc2ccc(N3CCOCC3)cc2)cc1C	10.3%	-3.0%	6.5%
O=C(NN1C(=O)c2ccccc2NC1c1ccco1)c1ccc([N+](=O)[O-])cc1 (stereo not given)	5.1%	5.3%	3.6%
O=C(CSCc1cccc(Cl)c1)N1CCN(Cc2ccc3c(c2)OCO3)CC1	0.9%	-1.9%	·
COc1ccc(C(CNC(=O)Cc2ccc(-c3ccccc3)cc2)N(C)C)cc1 (stereo not given)	3.8%	-7.2%	-9.8%
O=C(NCC(c1ccco1)N1CCCC1)c1sc2ccccc2c1Cl (stereo not given)	6.5%	7.2%	-5.7%

Source: PubChem BioAssay
